MPTP inh = permeability transition pore inhibition | isolated mouse mitochondria, Ca2+ swelling absorbance, 30 min | inhibition, % at 10 µM | 360,000 compounds, 1.4% hits;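 active = inhibition of 50% or more, scaled per plate between neutral and stimulator controls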;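 also: 0% = DMSO wells given calcium and 100% = 1 mM EGTA wells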
Gli-Sufu antag = blocks Gli-Sufu signaling in a luciferase reporter. Sufu-KO-LIGHT fibroblasts, Gli luciferase reporter luminescence. inhibition, % at 5 µM. 340,000 compounds, 0.74% hits;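 active = inhibition above about 55%, limit read from the data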;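 also: 0% = DMSO-treated cells and 100% = wells with medium but no cells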
A3G deaminase = inhibitors of human APOBEC3G DNA deaminase; recombinant A3G, ssDNA deamination FAM/TAMRA fluorescence; inhibition, % at 20 µM; 330,000 compounds, 0.28% hits;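 active = inhibition of at least 40% at 20 µM, with no more than 30% in the related APOBEC3A deaminase screen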;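 also: plate controls were DMSO wells with A3G for no effect and wells lacking A3G enzyme for full effect; some compounds called inactive have numbers as strong as hits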
A3A deaminase = human APOBEC3A DNA deaminase inhibition; recombinant A3A, FAM/TAMRA ssDNA deamination fluorescence; inhibition, % at 20 µM; 330,000 compounds, 0.41% hits; P31941;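 active = at least 40% inhibition at 20 µM here, with at most 30% in a related deaminase screen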;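 also: plate controls were A3A with DMSO for no effect and wells lacking A3A enzyme for full effect; some results filed as inactive read as strong as hits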
Target sequence (P31941 whole entry, looked up): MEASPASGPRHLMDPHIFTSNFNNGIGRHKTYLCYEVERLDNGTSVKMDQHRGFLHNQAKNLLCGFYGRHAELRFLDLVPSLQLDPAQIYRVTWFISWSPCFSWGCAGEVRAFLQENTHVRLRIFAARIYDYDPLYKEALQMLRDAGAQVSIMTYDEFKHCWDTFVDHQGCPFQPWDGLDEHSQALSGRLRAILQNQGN
EBI2 antag = blocks human EBI2 receptor beta-arrestin signaling | AID 651636 | P32249 | inhibition, % at 5 µM | EBI2 beta-arrestin recruitment, luminescence, 7a,25-OHC stimulated | 360,000 compounds, 0.81% hits; in the data active = inhibition above about 38%;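 also: enzyme fragment complementation signal reports receptor beta-arrestin coupling in cells; 0% = agonist plus DMSO wells and 100% = wells without agonist; some results beyond the cut were filed as inactive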
CCR6 antagonist = blocks CCL20-driven beta-arrestin recruitment at human CCR6; P51684; CHO-K1 CCR6 PathHunter beta-arrestin, luminescence, CCL20-stimulated; inhibition, % at 20 µM; 340,000 compounds, 0.49% hits;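 active = compounds whose inhibition of the agonist-driven luminescence signal at 20 µM reaches about 50%, limit read from the data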;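 also: cells stimulated with CCL20 at 14 nM final; plate controls were DMSO with CCL20 for no effect and DMSO without agonist for full effect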
Target sequence (P51684 whole entry, looked up): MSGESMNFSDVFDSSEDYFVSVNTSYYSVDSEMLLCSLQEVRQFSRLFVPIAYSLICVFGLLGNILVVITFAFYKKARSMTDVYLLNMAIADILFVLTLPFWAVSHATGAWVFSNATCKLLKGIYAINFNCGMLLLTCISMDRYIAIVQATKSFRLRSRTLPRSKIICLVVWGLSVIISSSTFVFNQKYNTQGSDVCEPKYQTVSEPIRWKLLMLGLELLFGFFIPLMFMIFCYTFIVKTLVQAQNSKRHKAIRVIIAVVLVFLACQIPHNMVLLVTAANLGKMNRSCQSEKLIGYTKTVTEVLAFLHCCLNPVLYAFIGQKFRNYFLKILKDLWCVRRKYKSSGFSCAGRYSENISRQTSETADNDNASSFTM
GRIN3A LBD mod = NR3A (human) ligand-binding domain modulation | NR3A LBD differential scanning fluorimetry, Tm shift; 0% = protein alone, 100% = glycine-bound protein | Tm shift relative to glycine control, % at 25 µM | 340,000 compounds, 2.5% hits | AID 1259313;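 active = melting temperature shift of at least 10% of the positive control shift, at one fixed dose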
CXCR6 inh = inhibitors of human CXCR6 receptor | O00574 | CHO-K1 PathHunter CXCR6 beta-arrestin, luminescence | inhibition, % at 20 µM | 360,000 compounds, 0.36% hits | AID 602244; in the data active = inhibition above about 34%, passing the limit was not always enough;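 also: antagonist mode with CXCL16 agonist at 10 nM final; 0% = 10 nM CXCL16 with DMSO and 100% = unstimulated wells without agonist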
Target sequence (O00574 whole entry, looked up): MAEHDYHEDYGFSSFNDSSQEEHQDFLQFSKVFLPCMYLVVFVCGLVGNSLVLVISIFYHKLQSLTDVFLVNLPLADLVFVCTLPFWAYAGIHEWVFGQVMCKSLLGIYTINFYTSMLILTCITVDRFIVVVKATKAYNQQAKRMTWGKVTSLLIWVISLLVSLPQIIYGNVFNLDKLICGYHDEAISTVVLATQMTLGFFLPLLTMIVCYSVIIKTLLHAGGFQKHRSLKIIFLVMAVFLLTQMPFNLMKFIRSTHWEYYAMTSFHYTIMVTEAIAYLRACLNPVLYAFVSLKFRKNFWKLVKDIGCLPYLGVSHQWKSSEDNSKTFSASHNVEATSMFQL
* marks the source's active call; other numbers are inactive results; · = no result given; & = joins results of further samples. Rows are unselected; overall some 5.8% were active at least once.

SMILES | MPTP inh | Gli-Sufu antag | A3G deaminase | A3A deaminase | EBI2 antag | CCR6 antagonist | GRIN3A LBD mod | CXCR6 inh
O=C(CSc1nccn1Cc1ccco1)Nc1ccccc1C(F)(F)F | -0.6 | -7.7 | -10.1 | -3.5 | 3.8 | -1.4 | -0.8 | 2.6
CCOC(=O)CC1(NC(=O)C2CCC(=O)N(Cc3ccccc3F)C2)CCCCC1 (centres undefined) | 0.1 | 2.1 | -8.0 | -8.2 | -12.8 | 5.6 | -0.8 | -5.2
Cc1coc2c(C)c3oc(=O)c(CCC(=O)NCc4ccccn4)c(C)c3cc12 | 0.1 | 0.3 | -5.1 | -2.5 | 5.6 | -5.8 | -3.7 | 6.2
O=C(NCc1ccco1)c1cnn2c1NC(c1ccccc1)CC2C(F)(F)F (centres undefined) | 0.2 | 4.7 | -5.4 | 0.5 | 7.0 | -9.8 | 1.3 | 6.9
CSc1ccc(CNCC(O)c2ccccc2)cc1 (centres undefined) | 1.1 | -6.4 | -2.5 | 3.5 | -5.4 | -1.5 | -0.9 | -0.1
C=CCOc1c(CNc2ccc3[nH]c(=O)[nH]c3c2)cccc1OC | 1.6 | 1.2 | -4.9 | -5.5 | -3.4 | -1.1 | -0.2 | -3.5
O=C(O)c1ccc(/C=N/N2CCN(Cc3ccc(Cl)cc3)CC2)cc1 | 0.2 | -0.4 | -9.1 | -5.9 | -12.5 | 12.2 | -1.4 | 3.6
O=C(CN1C(=O)NC(Cc2c[nH]c3ccccc23)C1=O)Nc1ccc(F)cc1F (centres undefined) | 1.3 | -2.2 | -0.4 | -0.6 | 16.3 | 0.3 | -14.9 | -3.5
Cc1ccccc1Cn1c(=O)n(C)c(=O)c2sccc21 | 0.8 | -6.7 | -9.1 | -4.0 | -10.8 | 7.3 | -0.1 | -7.6
COC(=O)C1=C[C@@H](C(=O)OC)[C@@H]2C3=C(C(=O)[C@@]2(C)NC(=O)c2ccccc2)[C@H](C)n2c(=O)n(C)c(=O)n2[C@@H]3C1 | -0.6 | -0.1 | -2.2 | -2.3 | -1.9 | -0.5 | -0.6 | -6.2
Cc1cccc(NC(=O)COc2ccccc2C(=O)NC(C)c2ccccc2)c1 (centres undefined) | 2.9 | 10.0 | -2.4 | 1.4 | 3.6 | 17.2 | -1.7 | -8.3
CCOc1ccc(NC(=O)NCc2ccc3c(c2)OCO3)cc1 | -1.9 | -4.6 | 4.5 | 0.6 | -3.2 | 0.5 | 1.5 | -8.1
CCn1nnnc1-c1ccc(OC)c(S(=O)(=O)NCCc2ccccc2)c1 | 2.2 | -1.4 | -1.7 | 2.2 | 2.8 | 10.8 | 0.1 | -4.2
NC(=O)c1cc(Cl)ccc1OCC(=O)NC1CC1 | 0.3 | -1.8 | -1.5 | 5.7 | 8.3 | 1.5 | 0.5 | -5.0
Cc1csc2ncc(C(=O)NCc3ccccn3)c(=O)n12 | -2.5 | 0.5 | -3.2 | 1.3 | 3.2 | -4.3 | -1.2 | -6.0
CCOC(=O)c1[nH]c2ccc(Cl)cc2c1NC(=O)/C=C/c1ccc2c(c1)OCO2 | 0.6 | 28.7 | -1.6 | -3.6 | -27.1 | 2.0 | 21.6* | -9.3
COCCN(C(=O)CC1C(=O)NCCN1Cc1ccc(-c2ccccc2)cc1)C(C)C (centres undefined) | -0.3 | 1.7 | -3.4 | 0.7 | -5.0 | -1.1 | -0.4 | 5.3
CCOC(=O)C1CCCN(C(=O)Cc2ccc(C)cc2)C1 (centres undefined) | -3.1 | -5.6 | -6.2 | -2.7 | -3.4 | -21.6 | 0.9 | -5.2
C/C(CC(=O)Nc1ccc(Br)cc1)=N\NC(=O)c1cccc(O)c1 | -1.3 | -10.5 | -4.7 | -8.7 | 1.8 | 9.0 | -1.1 | -2.6
Cc1ccccc1-c1nc(CS(=O)CC(=O)NC2CCCCC2)c(C)o1 (centres undefined) | 0.5 | -9.8 | -4.0 | 1.0 | -16.8 | 13.9 | -0.4 | -0.9
CC(C)c1ccc(NC(=O)CSc2nnc(CN3CCOCC3)n2C)cc1 | 0.9 | -3.6 | -11.2 | -3.6 | -2.7 | -2.9 | 0.2 | -5.8
Cc1ccc(NC(=O)COC(=O)CCc2c(C)nc3nc(N)nn3c2C)cc1C | -1.0 | -1.7 | -1.8 | 0.8 | -4.6 | 4.7 | 1.6 | 4.0
Oc1c(Br)cc(Br)cc1CNc1nccs1 | 1.1 | 0.4 | -10.4 | -3.3 | 3.1 | 4.9 | -1.5 | -4.4
CCC(C)Cn1c(S(=O)(=O)O)nc2ccccc21 (centres undefined) | 1.4 | 9.7 | -5.3 | -1.5 | -0.5 | -11.7 | 2.1 | 0.2
O=S(=O)(c1ccccc1S(=O)(=O)N1CCCCC1)N1CCCCC1 | 0.2 | 43.4 | 1.7 | 4.8 | 3.9 | -18.1 | -1.5 | -2.2

Quoted at random: two compounds from above
SMILES | MPTP inh | Gli-Sufu antag | A3G deaminase | A3A deaminase | EBI2 antag | CCR6 antagonist | GRIN3A LBD mod | CXCR6 inh
CCn1nnnc1-c1ccc(OC)c(S(=O)(=O)NCCc2ccccc2)c1 | 2.2 | -1.4 | -1.7 | 2.2 | 2.8 | 10.8 | 0.1 | -4.2
Cc1coc2c(C)c3oc(=O)c(CCC(=O)NCc4ccccn4)c(C)c3cc12 | 0.1 | 0.3 | -5.1 | -2.5 | 5.6 | -5.8 | -3.7 | 6.2

More compounds
SMILES | MPTP inh | Gli-Sufu antag | A3G deaminase | A3A deaminase | EBI2 antag | CCR6 antagonist | GRIN3A LBD mod | CXCR6 inh
O=C(COC(=O)c1ccccn1)c1ccc(Br)cc1 | 1.7 | 6.0 | -6.9 | -2.1 | 7.6 | 13.0 | 0.1 | -2.8
CCN1C(=O)[C@H]2[C@@H](c3ccc(-c4ccc(F)cc4)cc3)N[C@@](CC(C)C)(C(=O)OC)[C@H]2C1=O | 0.4 | -0.1 | -6.2 | -4.3 | 5.9 | 15.5 | 2.3 | 1.6
C=CCn1c(-c2csc3c2CCC(C)C3)n[nH]c1=S (centres undefined) | 3.0 | -3.6 | 1.7 | -1.9 | 1.2 | 3.6 | 1.6 | -7.8
CCNS(=O)(=O)c1ccc(CCC(=O)NCc2ccncc2)cc1 | 0.3 | 24.2 | -3.9 | -7.6 | -3.2 | 4.3 | 3.0 | -0.8
COc1cc(C(=O)N=c2sc3c(C)ccc(OC)c3n2C)cc(OC)c1OC | 1.9 | -22.3 | -0.3 | 4.2 | 29.1 | 7.0 | -0.7 | -3.4
CCOC(=O)[C@@H]1[C@H]2COc3cc(OC)ccc3[C@@H]2N2C(=O)N(c3cccc(Cl)c3)C(=O)[C@]12C | -0.7 | 2.3 | -9.1 | 0.2 | 4.6 | 10.4 | -3.4 | 17.2
CC(Oc1ccc(Cl)cc1Cl)C(=O)NCCCN1CCOCC1 (centres undefined) | 0.2 | 1.9 | -18.0 | -1.2 | -1.4 | -1.5 | 0.1 | 5.7
CCOC(=O)N1CCC(NCCNC(=O)c2ccccc2)CC1 | -0.3&1.4 | 3.4&-2.3 | -3.5&-12.3 | -4.8&-3.6 | -2.4&5.9 | 5.3&0.5 | 0.3&-0.2 | -7.2&-9.7
CCCn1c(N2CCN(C(=O)/C=C/C(=O)O)CC2)nc2ccccc21 | -0.4 | 9.3 | 4.1 | 1.3 | -6.8 | -2.6 | 0.0 | 0.6
N#Cc1c(-c2ccccc2)[nH]c(=O)[nH]c1=O | 0.1 | 3.7 | -3.0 | -1.7 | -1.4 | 13.7 | 0.7 | -14.6
COc1ccc2c(c1)C(=O)N(Cc1ccccc1)C(=O)C2(C)C | 0.9 | 5.0 | -3.9 | 0.6 | 12.5 | 17.0 | -4.0 | 9.6
Cn1c(=O)c2c(ncn2CC(O)CNc2cccc(Cl)c2)n(C)c1=O (centres undefined) | -1.4 | 7.5 | -6.6 | -4.3 | 1.1 | -2.8 | 0.9 | -4.2
COc1ccccc1NC(=O)Nc1nc(CC(=O)N2CCN(c3ccccc3OC)CC2)cs1 | -2.0 | 5.2 | -7.2 | -4.9 | -7.4 | 6.2 | -4.7 | 2.7
Cc1ccc(NC(=O)CN(C)CCOc2ccccc2)c([N+](=O)[O-])c1 | -1.3 | -4.5 | -6.2 | 0.2 | 1.3 | 24.1 | 1.3 | 2.9
COc1ccc(-c2c(-c3ccc(S(C)(=O)=O)cc3)sc3ccc(OC)cc23)cc1 | 0.4 | 15.3 | -6.4 | -6.7 | 13.8 | 16.7 | -0.9 | 18.7
COc1ccccc1-n1nnnc1SCC(=O)N(CC(C)C)C1CCS(=O)(=O)C1 (centres undefined) | 0.4 | 2.6 | -4.5 | -0.7 | 5.4 | -15.0 | 0.3 | 0.7
CCOC(=O)N1CCN(c2ncnc3c2oc2nc(C(C)C)c4c(c23)CCC4)CC1 | 7.0 | 4.5 | 2.2 | 1.1 | -0.2 | -2.9 | -0.4 | 7.7
CCN(CC(=O)Nc1ccccc1OC)CC(=O)Nc1c(Cl)ccc(C)c1Cl | 0.8 | 6.5 | -10.1 | 1.7 | -10.3 | -2.5 | -0.8 | -3.3
O=C1C2C3C=CC(CC3)C2C(=O)N1/N=C/c1ccc(O)cc1 (centres undefined) | -0.1 | -32.6 | -8.6 | -4.3 | -6.4 | -0.5 | -0.1 | -0.9
CCc1ccc(N2C(=O)C3C4C=CC(CC4)C3C2=O)cc1 (centres undefined) | -0.4 | -14.2 | -1.5 | -3.8 | -0.6 | -2.7 | 0.1 | -7.3
COc1cccc(-c2sc3ccc(OC)cc3c2-c2ccc(C(N)=O)cc2)c1 | 0.4 | -9.2 | -10.1 | -3.3 | 11.4 | -5.8 | -20.1 | 4.8
CC1=CC(C)C2C(=O)N(c3ccccc3)C(=O)C2C1 (centres undefined) | -0.3 | -0.3 | 1.2 | 2.2 | 3.0 | 0.8 | -1.3 | 8.1
Cc1cc(C)n(S(=O)(=O)/C=C/c2ccccc2)n1 | 1.4 | 1.2 | -8.3 | 0.5 | -36.3 | -1.6 | -0.2 | -3.4
Cc1ccc(C(=O)N2CCC(C)CC2)cc1S(=O)(=O)N1CCCCC1 | 1.0 | -1.0 | 13.4 | 3.6 | -11.5 | 9.0 | 4.6 | 3.8
Cc1ccc(-c2nc3cc(N)ccc3o2)cc1 | 13.4 | -80.4 | -1.0 | 0.0 | -11.0 | -4.9 | -4.5 | -9.8
SMILES | MPTP inh | Gli-Sufu antag | A3G deaminase | A3A deaminase | EBI2 antag | CCR6 antagonist | GRIN3A LBD mod | CXCR6 inh
CC(=O)c1ccc(NC(=O)c2noc(C)c2[N+](=O)[O-])cc1 | -0.7 | -13.4 | -2.7 | 1.7 | -9.6 | -4.1 | -139.8 | -6.2
CCOc1ccc(NS(=O)(=O)c2ccc(Cl)c(C(=O)N(C)Cc3cccnc3)c2)cc1 | -0.4 | -11.1 | -5.7 | -1.7 | 7.0 | -2.6 | -2.2 | -5.4
CCCCn1nc(C(=O)Nc2cccc(C(=O)NC3CC3)c2)c2ccccc2c1=O | -0.5 | -0.6 | -2.8 | 3.7 | -9.0 | 15.0 | 1.9 | 1.9
CCOC(=O)c1ccccc1CN1C(=O)c2ccccc2S1(=O)=O | -0.1 | 11.8 | 5.0 | -0.4 | -8.5 | 4.7 | -0.7 | 7.4
CC1(OC(=O)C2CCCC2)C(=O)C=C2C=C(c3ccsc3)N(C(CO)CO)C=C2C1=O (centres undefined) | 0.1 | 0.5 | -6.7 | -1.5 | -10.7 | -16.6 | -0.3 | -14.9
Cc1ccc(/C(CSc2nccn2-c2ncc(C(F)(F)F)cc2Cl)=N\O)cc1 | 0.5 | -10.5 | -2.5 | 3.9 | 11.5 | -8.1 | 0.6 | -4.5
CCN1CCN(C2=CC3=CC(=C(C#N)C#N)CCC3CC2)CC1 (centres undefined) | 2.2 | 5.0 | · | · | 8.2 | -2.8 | -0.9 | -5.8
Cc1nn(C)c(C(=O)NNC(=O)Nc2cccc(C(F)(F)F)c2)c1Cl | 1.3 | 6.8 | -3.4 | -1.8 | -1.2 | 13.4 | -12.5 | -3.1
O=C(c1cccc(-n2cccc2)c1)N1CCN(S(=O)(=O)c2ccccc2Br)CC1 | 1.7 | -18.1 | -2.2 | -1.8 | 15.9 | 24.7 | 0.4 | -6.7

Assay outcomes: PubChem, Sanford-Burnham Center for Chemical Genomics
